Source: PubChem BioAssay (National Center for Advancing Translational Sciences (NCATS))
Sm TGR block: qHTS Assay for the Inhibitors of Schistosoma Mansoni Peroxiredoxins; AID 485364, 2010; Potency, µM (doses to about 114 µM), without a hit: top-dose activity change, negative = inhibition, usual class: inhibitors; Schistosoma mansoni thioredoxin glutathione reductase (TGR), Q962Y6; purified TGR, DTNB reduction, TNB absorbance 405 nm; hit rate 3% among 360,000; also: nearly all actives have a fitted effect of over 60% in size
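TGR 20 nM + NADPH 100 uM (dispensed conc.), cpd preinc 15 min RT; start with NADPH (500 uM addition) then DTNB (15 mM addition). Kinetic TNB absorbance, 405 nm filter. Four-parameter Hill fit across titration.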
Pf growth 48h: Primary qHTS for delayed death inhibitors of the malarial parasite plastid, 48 hour incubation; P. falciparum luciferase growth in erythrocytes, 48 h; Potency, µM (doses to about 28.7 µM), for the others: top-dose activity change, negative = inhibition, hits mostly inhibitors; hit rate 5.9% among 310,000
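Firefly luciferase activity from engineered P. falciparum reports growth; inhibitors lower the luminescent signal. Cultures contained 2% hematocrit erythrocytes at 0.1% final parasitemia.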
TbPYK inhibitor: qHTS of Trypanosoma Brucei Inhibitors | pyruvate kinase (Trypanosoma brucei), Q57TT1 | TbPYK enzyme, Kinase-Glo Plus ATP luminescence, 45 min | Potency, µM (highest dose often 76.8 µM), for the others: top-dose activity, negative = inhibition, hits mostly inhibitors | hit rate 0.12% among 410,000 | AID 624173, 2012; also: nearly all actives have a fitted effect of over 50% in size
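ADP (130 uM final) triggers the TbPYK reaction after compound addition; incubation is 45 min at room temperature. Kinase-Glo Plus is then added and luminescence imaged. Normalized data are fitted to concentration-effect curves.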
Pf growth 96h: Primary qHTS for delayed death inhibitors of the malarial parasite plastid, 96 hour incubation; Potency, µM (doses to about 28.7 µM), without a hit: at the top dose activity change, negative = inhibition, most hits filed as inhibitors; AID 504834, 2011; hit rate 6.9% among 320,000; P. falciparum luciferase reporter growth, 96 h
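96 h incubation, 37 C, 5% CO2, of luciferase-reporter P. falciparum-infected RBCs (2% hematocrit, 0.05% parasitemia final) with test compounds; endpoint luminescence.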
LmPK inhibitor: qHTS Assay for Inhibitors of Leishmania Mexicana Pyruvate Kinase (LmPK). Q27686. purified LmPK, Kinase-Glo ATP luminescence, 1 h. Potency, µM (doses to about 57.5 µM), without a hit: top-dose activity change, negative = inhibition, usual class: inhibitors. hit rate 0.37% among 290,000
Target sequence (Q27686 whole entry, looked up): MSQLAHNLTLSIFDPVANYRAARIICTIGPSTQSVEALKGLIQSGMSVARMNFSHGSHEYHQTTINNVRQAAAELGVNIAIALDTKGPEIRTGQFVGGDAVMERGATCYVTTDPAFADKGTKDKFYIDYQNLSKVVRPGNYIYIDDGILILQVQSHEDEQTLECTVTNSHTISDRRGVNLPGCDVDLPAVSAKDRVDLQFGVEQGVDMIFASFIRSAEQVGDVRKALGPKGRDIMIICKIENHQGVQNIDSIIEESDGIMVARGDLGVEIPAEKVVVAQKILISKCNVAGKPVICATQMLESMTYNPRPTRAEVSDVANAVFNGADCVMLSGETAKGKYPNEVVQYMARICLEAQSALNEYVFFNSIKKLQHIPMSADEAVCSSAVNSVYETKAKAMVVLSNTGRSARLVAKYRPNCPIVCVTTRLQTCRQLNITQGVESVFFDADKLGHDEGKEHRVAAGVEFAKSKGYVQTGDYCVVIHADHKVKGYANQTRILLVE
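0.1 nM LmPK, 0.5 mM PEP, 0.1 mM ADP; 50 mM imidazole pH 7.2, 7 mM MgCl2, 50 mM KCl; 1 h RT. Kinase-Glo luminescence readout, normalized to no-enzyme (full inhibition) and uninhibited wells.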
HCV inhibitor: qHTS Assay for Inhibitors of Hepatitis C Virus (HCV); Potency, µM (titrated, usually from 41.8 µM), for inactives: top-dose activity change, negative = inhibition, hits mostly inhibitors; AID 651820, 2012; hit rate 3.4% among 340,000; Huh7.5.1 HCVcc-Cre infection, luciferase reporter, 44 h
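Antiviral activity was scored by luciferase reporter output from cells infected with HCVcc-Cre (~0.5 moi) in presence of compound, 44 h infection period, cells seeded 1,000/well 4 h prior.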
The depositor's hits bear a star; ? = inconclusive; / = no result given; & = joins results of further samples; [ ] = another dose, or the depositor's remark. Calls follow the shape of the dose curve; as a rule, active = well fitted curve in the direction sought with a large enough effect; inconclusive = small, poorly fitted or top-dose-only effect, or another doubt; inactive = no such curve, though single readings can be large; an effect the other way counts as inactive or inconclusive. % is scaled to controls: 0 for no effect and ±100 for the full control effect; potency is read from the fitted curve at half-maximal effect.

SMILES	Sm TGR block	Pf growth 48h	TbPYK inhibitor	Pf growth 96h	LmPK inhibitor	HCV inhibitor
Cc1cccc(CCNC(=O)C2CCN(S(=O)(=O)c3c(C)nn(C)c3C)CC2)c1	8.4%	/	0.8%	47.5%[activator]	8.2%	3.3%
CCOc1ccc(-n2c(Cc3cc(=O)[nH]c(=O)[nH]3)nnc2SCC(=O)OC)cc1	0.3%	/	-7.1%	?	2.5%	4.7%
Cn1c(SCC(=O)NCCN2C(=O)CSC2=O)nnc1-c1ccccc1	5.9%	42.9%[activator]	2.7%	-4.5%	-0.3%	0.8%
O=C(NCCCN1CCOCC1)C(=O)N/N=C/c1c(Cl)cccc1Cl	/	-10.2%	-1.5%	4.4%	2.4%	7.7%
CCC(NC(=O)c1ccccc1NC(=O)c1ccc(OC)cc1)C(=O)N1CCCC1 (centres undefined)	-3.7%	43.6%[activator]	-0.3%	-11.8%	-4.4%	8.7%
Cc1cc(NC(=O)C(C)C)ncc1NC(=O)Cc1ccccc1	4.1%	0.2%	3.4%	2.6%	-0.1%	-1.5%
COc1ccccc1-n1cnnc1SC1CCOC1=O (centres undefined)	-0.9%	6.0%	2.9%	/	-3.7%	11.2%
COC(=O)c1ccc(C(NC(=O)OCc2ccccc2)/C(F)=C/[C@@H](C)C(=O)NCc2ccc(-c3ccccc3)cc2)cc1 (some centres undefined)	-6.7%	?	-0.4%	?	2.0%	-12.8%[8.37 µM]
CC(NC(=O)c1ccccc1F)c1ccccc1 (centres undefined)	2.1%	34.4%	-9.2%	?	-11.2%	4.1%
CCOc1ccc(NC(=O)N(C2CCCCCC2)C2CCN(C(C)=O)CC2)cc1	-6.4%	22.4%	0.9%	56.9%[activator]	4.2%	-2.1%
CCN(c1ccccc1)S(=O)(=O)c1cccc(C(=O)NCc2ccccn2)c1	-5.6%	?	-20.6%	-17.8%	/	2.5%
Cc1c(C)c2ccc(O[C@@H]3O[C@H](CO)[C@@H](O)[C@H](O)[C@H]3O)c(C)c2oc1=O	-11.8%	-11.1%	6.0%	-0.4%	-1.5%	14.9%
CCOc1ccc(C(C(=O)NC2CCCCC2)N(CCOC)C(=O)c2snc(C(N)=O)c2N)cc1 (centres undefined)	-5.1%	?	0.4%	?	9.2%	8.4%
COc1ccc(CNC(=O)/C=C/c2cc([N+](=O)[O-])ccc2OC(F)F)cc1	-2.5%	/	-2.5%	-2.6%	-5.8%	-11.6%
COc1cc(Cn2c(=O)oc3ccc(C)cc32)ccc1OC(C)C	-15.6%	0.1%	2.3%	?	-0.1%	1.12µM*
CCOC(=O)c1sc2nc(CC(=O)OC)nc(NCc3ccco3)c2c1C	44.7µM*	2.62µM*	-5.0%	-23.3%	-0.2%	?
CC(Oc1ccc2c3c(c(=O)oc2c1)CCCC3)C(=O)NCC1CCC(C(=O)O)CC1 (centres undefined)	3.7%	2.3%	6.0%	14.3%	1.6%	9.9%
COc1ccccc1C/C(N)=N/OC(=O)c1ccc2c(c1)OCO2	0.0%	?	-6.4%	-1.6%	-0.3%	?
Cc1cc(NC(=O)c2sc3ccccc3c2O)no1	-22.6%	124.7%[activator]	-2.4%	303.2%[activator]	0.5%	4.1%
COc1c(C(O)CC(C)C)ccc2c1C(=O)OCc1cc(C)cc(O)c1O2 (centres undefined)	?	37.8%[activator]	-1.4%	0.1%	12.7%	2.24µM*

The last five compounds of the part above are carried over, then new ones follow.
SMILES	Sm TGR block	Pf growth 48h	TbPYK inhibitor	Pf growth 96h	LmPK inhibitor	HCV inhibitor
CCOC(=O)c1sc2nc(CC(=O)OC)nc(NCc3ccco3)c2c1C	44.7µM*	2.62µM*	-5.0%	-23.3%	-0.2%	?
CC(Oc1ccc2c3c(c(=O)oc2c1)CCCC3)C(=O)NCC1CCC(C(=O)O)CC1 (centres undefined)	3.7%	2.3%	6.0%	14.3%	1.6%	9.9%
COc1ccccc1C/C(N)=N/OC(=O)c1ccc2c(c1)OCO2	0.0%	?	-6.4%	-1.6%	-0.3%	?
Cc1cc(NC(=O)c2sc3ccccc3c2O)no1	-22.6%	124.7%[activator]	-2.4%	303.2%[activator]	0.5%	4.1%
COc1c(C(O)CC(C)C)ccc2c1C(=O)OCc1cc(C)cc(O)c1O2 (centres undefined)	?	37.8%[activator]	-1.4%	0.1%	12.7%	2.24µM*
CC(=O)N/N=C(\N)c1nonc1N	0.4%	17.1%	0.2%	15.3%	-1.1%	15.3%
CCCCOCCCn1c(N)c(C(=O)OC(C)COC)c2nc3ccccc3nc21 (centres undefined)	0.6%	4.65µM*	1.0%	?	8.1%	?
CCCCCCCCCC(=O)N1c2ccccc2NC(=O)C1CC(=O)Nc1ccc(C(=O)O)cc1 (centres undefined)	7.4%	-2.4%	6.4%	4.0%	-0.4%	5.3%
CCC1CCCCN1CCCNC(=O)c1ccc(CS(=O)(=O)Cc2ccccc2F)o1 (centres undefined)	?	-5.1%	-4.4%	22.7%	-0.9%	2.4%&11.1%
COc1ccc2[nH]c(=O)c(CN(CC3CCCO3)C(=O)Nc3ccccc3OC)cc2c1 (centres undefined)	8.4%	?	-4.7%	/	14.0%	?
Cc1cccc(NC(=S)N(CCN2CCOCC2)Cc2cc3cc4c(cc3[nH]c2=O)OCO4)c1	-0.1%	?	4.4%	?	11.4%	9.3%
O=C(Nc1ccccc1)C(O)C(O)C(=O)Nc1ccccc1 (centres undefined)	1.6%	15.8%	-3.0%	35.4%[activator]	-0.9%	5.0%
COCCC(=O)N1CCC(Oc2ccc(C(=O)N3C[C@@H](C)O[C@@H](C)C3)cc2)CC1	-17.9%	1.5%	1.5%	-5.2%	-3.2%	/
CC(C)c1cc(C(=O)N2CCCC(C(=O)c3ccc4ccccc4c3)C2)on1 (centres undefined)	6.2%	39.2%[activator]	-2.1%	?	7.8%	-1.8%
Cc1cc(N2CCOCC2)n2ncc(-c3ccc(Cl)cc3)c2n1	9.9%	140.2%[activator]	-3.4%	152.5%[activator]	3.9%	4.6%
COc1cc(C)c(NC(=O)Cc2ccsc2)cc1OC	21.6%	0.4%	-3.3%	0.0%	-8.3%	3.7%
CCOC(=O)CNc1ccc(OC(F)(F)F)cc1	3.0%	-2.4%	0.7%	5.0%	4.6%	28.3%
CC(=O)c1c(COC(=O)c2ccc(C)cc2)nc2ccccc2[n+]1[O-]	-25.1%	1.1%	-3.6%	4.0%	7.9%	-20.1%
CCC(C)(C)NC(=O)C(c1ccccc1F)N(Cc1ccco1)C(=O)c1csnn1 (centres undefined)	-9.1%	?	-1.3%	-7.5%	-0.4%	16.2%
Fc1ccc(C(OCCN2CCCC2)c2ccc(F)cc2)cc1	-3.7%	?	3.5%	?	-0.1%	?
CCN1CCN(C(=O)c2ccc(Cl)c(S(=O)(=O)N3CCOCC3)c2)CC1	4.2%	/	-9.1%	?	-0.5%	-5.5%
CC(=O)Nc1cc(NC(C)=O)cc(C(=O)NC(C)(C)C)c1	12.9%	?	2.6%	?	-0.3%	12.8%
Cc1ccc(C(=O)CSC2=C(C#N)C(c3ccco3)C3=C(CCCC3=O)N2)cc1 (centres undefined)	?	?	-11.0%	-24.0%	0.1%	25.1µM*
COc1cc(/C=N/NC(=O)c2ccc(O)cc2)ccc1OCC(=O)N1CC(C)OC(C)C1 (centres undefined)	1.1%	-6.3%	-2.8%	10.8%	-0.7%	8.7%
CCOC(=O)CSc1nnc(CCc2nc3ccccc3[nH]2)n1C	0.0%	7.9%	2.2%	106.2%[activator]	-2.5%	0.9%
CC(=O)c1ccc(-n2c(CCC(=O)O)ccc2-c2ccccc2)cc1	39.8µM*	0.3%	-7.8%	9.4%	-2.0%	16.3%
CC(=O)c1cccc(NC(=S)N2CCN(c3ccccn3)CC2)c1	-8.4%	-0.7%	-8.8%	-19.8%	6.7%	?
COc1ccccc1N1CCN(C(=O)Cc2cccs2)CC1	17.9%	-9.9%	-1.0%	/	5.4%	-2.0%
COc1ccc(OC)c(CCNC(=O)CCn2ccc3cc(S(=O)(=O)N4CCCC4)ccc32)c1	-11.9%	?	-3.0%	?	-0.7%	?
CCn1c(SCC(=O)c2ccc(NS(=O)(=O)c3ccccc3)cc2)nnc1-c1cccs1	-0.3%	-3.9%	/	/	0.0%	3.2%&15.5%
Cn1c(Oc2ccccc2NCc2cccc(Br)c2)cc(=O)n(C)c1=O	-18.6%	-16.4%	-2.9%	?	2.8%	?
C=CCN(c1ccccc1)S(=O)(=O)c1cccc(C(=O)NCc2ccncc2)c1	0.5%	-10.5%	-1.2%	-8.8%	/	?

Some of the entries above in another layout:
> CC(C)c1cc(C(=O)N2CCCC(C(=O)c3ccc4ccccc4c3)C2)on1 (centres undefined)
  Sm TGR block = 6.2%
  Pf growth 48h = 39.2%[activator]
  TbPYK inhibitor = -2.1%
  Pf growth 96h = ?
  LmPK inhibitor = 7.8%
  HCV inhibitor = -1.8%

> Cc1cc(N2CCOCC2)n2ncc(-c3ccc(Cl)cc3)c2n1
  Sm TGR block = 9.9%
  Pf growth 48h = 140.2%[activator]
  TbPYK inhibitor = -3.4%
  Pf growth 96h = 152.5%[activator]
  LmPK inhibitor = 3.9%
  HCV inhibitor = 4.6%

> COc1cc(C)c(NC(=O)Cc2ccsc2)cc1OC
  Sm TGR block = 21.6%
  Pf growth 48h = 0.4%
  TbPYK inhibitor = -3.3%
  Pf growth 96h = 0.0%
  LmPK inhibitor = -8.3%
  HCV inhibitor = 3.7%

> CCOC(=O)CNc1ccc(OC(F)(F)F)cc1
  Sm TGR block = 3.0%
  Pf growth 48h = -2.4%
  TbPYK inhibitor = 0.7%
  Pf growth 96h = 5.0%
  LmPK inhibitor = 4.6%
  HCV inhibitor = 28.3%
